Screens as filed in PubChem.
S3 lipid droplet: qHTS Assay for Lipid Storage Modulators in Drosophila S3 Cells. AID 2685, 2010. lipid storage change, negative = inhibition, % at the top dose, mostly 46.1 µM; hits show Potency in µM. Drosophila S3 cells, BODIPY lipid droplet fluorescence, 18-24 h; cells fed with added oleic acid. hit rate 0.64% among 320,000; active means well fitted inhibition curve with a large enough effect in the signal ratio, with a control signal flat, not every such curve was filed as active; inconclusive means small, poorly fitted or top-dose-only effect, or effect the other way, or a change in a side signal; the % refers to the signal ratio
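Laser-scanning cytometry quantifies lipid droplet accumulation (500–530 nm total intensity; droplet/cell object ratio) in oleic acid-fed (400 uM added) Drosophila S3 cells treated with a concentration series. 20 uM Triacsin C defined 100% inhibition.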
S3 lipid droplet cell count max: further read-out of S3 lipid droplet, marked with its call; cell number change, %; measured here: cell count max response;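 cells counted by Cell Tracker Red CMTPX staining in the red channel; peak over a dose series mostly up to 46.1 µM; percent activity relative to internal control wells on each plate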
An asterisk follows results filed as active; i = inactive; u = inconclusive; x = no result given; [ ] = remark or other dose. On the % scale 0 is the no-effect control and ±100 the full control effect; potency means the concentration at half of the fitted maximal effect. This is a subset; count on the stated rates, not on these rows.

SMILES	S3 lipid droplet	S3 lipid droplet cell count max
COc1ccc(CNC(=O)COC(=O)CCN2C(=O)C3CC=CCC3C2=O)cc1OC (stereo not given)	1.3%	20.7
CCCCCCCCCCCNC(=O)c1ccoc1C	-0.8%	-9.4
Cc1ccc(-c2ccnc3cc(C)nn23)cc1	8.2%	x
O=C1C=C(NCC2CCCO2)C2(CCCCC2)O1 (stereo not given)	u	x
O=C(Nc1cccc(F)c1)N1CCN(C(=O)c2ccco2)CC1	21.9%	x
O=C(Nc1ccccn1)C1CCN(S(=O)(=O)c2ccccc2)CC1	u	x
CCOc1ccc(-c2ccc(NS(=O)(=O)c3ccc([N+](=O)[O-])cc3)cc2)nn1	i	0.3
CC1=C(C(=O)OCCc2ccccc2)C(c2ccsc2)NC(=O)N1C (stereo not given)	u	x
COC(=O)c1c(C)cc(C)n2c1nc1ccccc12	u	x
O=C(NCc1ccccc1)C(c1ccccc1F)N(C(=O)c1csnn1)C1CCCC1 (stereo not given)	i	5.7
Cc1ccc(S(=O)(=O)N(C)C)cc1NC(=O)c1ccccc1SCC(=O)N1CCCC1	u	x
Cc1ccc(C(=O)C2OC(=O)C(C)(C)C(=O)C2(C)C)cc1 (stereo not given)	-145.8%	-4.7
CCOc1ccc(NC(=S)N(CCOC)C(C)c2cccnc2)cc1 (stereo not given)	7.9%	-3.6
CSCC[C@H](NC(=O)[C@@H]1CSC2c3ccccc3C(=O)N21)C(=O)NCc1ccco1 (stereo not given in full)	i	-29.5
CCOc1ccccc1/C=C/C(=O)c1ccc(Cl)cc1	u	x
Cc1ccc(SCc2c(C#N)c3ccccc3n2C)cc1	10.6%	-0.4
CN(Cc1nc(-c2ccncc2)no1)S(=O)(=O)c1ccccc1	i	x
CCN1CCN(CCNC(=O)CCCCCn2c(=O)[nH]c3cc(C(=O)OC)ccc3c2=O)CC1	4.4%	1.2
Cc1ccc(CCNC(=O)C2CCC(=O)N(CC3CCCCC3)C2)cc1 (stereo not given)	i	-13.8
Cc1ccc(CC(=O)Nc2nccs2)cc1	i	-5.5
O=P(COc1ccccc1)(c1ccccc1)c1ccccc1	8.4%	-13.9
Oc1ccccc1/C=N/NC(=S)NC1CC2C=CC1C2 (stereo not given)	u	x
O=C(c1cc(-c2ccc(Cl)cc2)on1)N1CCCCCC1	u	x
CSc1ccc(S(=O)(=O)Nc2cccc(F)c2)cc1	-3.4%	8.7
O=c1cc(Cl)c(-c2ccccc2)nn1Cc1ccc(Cl)cc1	13.0%	8.1

Gathered by group, those above with fluorine.
SMILES	S3 lipid droplet	S3 lipid droplet cell count max
O=C(Nc1cccc(F)c1)N1CCN(C(=O)c2ccco2)CC1	21.9%	x
O=C(NCc1ccccc1)C(c1ccccc1F)N(C(=O)c1csnn1)C1CCCC1 (stereo not given)	i	5.7
CSc1ccc(S(=O)(=O)Nc2cccc(F)c2)cc1	-3.4%	8.7

Some of these compounds in order of the S3 lipid droplet value, high to low:
SMILES	S3 lipid droplet	S3 lipid droplet cell count max
Cc1ccc(-c2ccnc3cc(C)nn23)cc1	8.2%	x
CCCCCCCCCCCNC(=O)c1ccoc1C	-0.8%	-9.4
Cc1ccc(C(=O)C2OC(=O)C(C)(C)C(=O)C2(C)C)cc1 (stereo not given)	-145.8%	-4.7

Back to the main list, starting three compounds before the break.
SMILES	S3 lipid droplet	S3 lipid droplet cell count max
O=C(c1cc(-c2ccc(Cl)cc2)on1)N1CCCCCC1	u	x
CSc1ccc(S(=O)(=O)Nc2cccc(F)c2)cc1	-3.4%	8.7
O=c1cc(Cl)c(-c2ccccc2)nn1Cc1ccc(Cl)cc1	13.0%	8.1
CCCN(C(=O)CCNC(=O)Cn1cnc2ccccc2c1=O)c1cccc(Cl)c1	u	x
O=C(O)C1CCC(=O)N1C1c2ccccc2Oc2ccccc21 (stereo not given)	u	x
Cc1c(C(=O)NCC(c2ccco2)N(C)C)oc2c(Cl)cccc12 (stereo not given)	u	x
Cc1ccsc1/C=N\NC(=O)c1n[nH]c2c1CCC2	u	x
Cn1cnnc1SCC(=O)Nc1cc(S(=O)(=O)N2CCCCC2)ccc1Cl	-1.5%	17.6
O=C(OCC(=O)N1CCN(c2ccccc2)CC1)c1ccco1	23.1µM*	-17.5*
COc1cccc(NC(=O)C2=COCCO2)c1	i[0.0737 µM]	-15.8
COCCN(C(=O)Cc1cccs1)C(C(=O)NC1CCCC1)c1cc(OC)c(OC)c(OC)c1 (stereo not given)	6.4%	13.5
CN(Cc1cccc(F)c1)C(=O)Cc1ccc(S(=O)(=O)N2CCOCC2)s1	u	x
COc1cc(NC(=S)NCc2cccnc2)c(OC)cc1Cl	u	x
Fc1ccc(-c2csc3ncnc(Cl)c23)cc1	u	x
Cc1c(NC(=O)Nc2cccc(Cl)c2Cl)c(=O)n(-c2ccccc2)n1C	16.6%	13.8
COC(=O)[C@@]1(Cc2ccc(F)cc2)[C@H]2c3cc(C(=O)N(C)C)n(Cc4ccc(OC(F)(F)F)cc4)c3C[C@H]2CN1C(=O)c1ccccc1	-20.6%	-1.9
O=C1NC2(CCCCCC2)C(=O)N1Cc1ccccc1Cl	u	x
CC(C)(C)c1ccc(Cn2ccc(-c3ccc4c(c3)OCO4)n2)cc1	4.1%	7.4
CC(C)N(C(=O)CSc1nnc(-c2ccc3c(c2)OCO3)n1C)C(C)C	1.5%	9.6
CCOc1ccc(/C=N/Nc2ccc(Cl)nn2)c(O)c1	-49.4%	5.5
Cc1ccc(S(=O)(=O)CCN2CCC(n3cccc3)CC2)cc1	3.4%	12.0
COc1ccc(OC)c(CN2CCN(C(=O)CCC(=O)c3cccs3)CC2)c1	u	x
Cc1[nH]n(-c2ccc([N+](=O)[O-])cc2)c(=O)c1C=NCCN1CCN(C(=O)c2ccc(F)cc2)CC1	u	x
Cc1ccc(-c2noc(-c3ccoc3C)n2)cc1	u	x
COCC(=O)n1nc(-c2ccccc2)nc1NCc1cccs1	u	x
O=C(Nc1ccccc1F)c1ccn[nH]1	1.4%	23.2
C=CCNC(=O)CSc1nc2sccc2c(=O)n1-c1ccccc1	u	x
COc1ccc(N2C(=O)C(OC(C)=O)C2c2ccc(C)cc2)cc1 (stereo not given)	u	x

Next part:
SMILES	S3 lipid droplet	S3 lipid droplet cell count max
Cc1cc(C)n(-c2nc3ccccc3n3c(C)nnc23)n1	4.3%	-1.6
O=C(CCNC(=O)C1CCN(S(=O)(=O)c2ccc(F)cc2)CC1)NCCc1ccc(Cl)cc1	i	-11.2
O=C(CSc1nccn1-c1ccc(F)cc1)NCc1ccc2c(c1)OCO2	u	x
Cc1cc(Nc2cccc(Cl)c2)nc(N2CCOCC2)n1	u	x
COc1ccc(-c2noc(-c3ccoc3C)n2)cc1OC	-2.8%	-4.0
OCCC1CN(Cc2ccc3nsnc3c2)CCN1C1CCCC1 (stereo not given)	u	x
CCOc1ccc(-c2nnc(SCC(=O)N3CCCC3)o2)cc1	u	x
CC(=O)Nc1ccc(S(=O)(=O)NCc2ccc(C(=O)NCc3ccc4c(c3)OCO4)cc2)cc1	u	x
CCOC(=O)C1CCN(S(=O)(=O)CCNC(=O)c2cccc(OC)c2)CC1	u	x
N/C(=N\O)c1cccc(CS(=O)(=O)c2ccccn2)c1	-4.5%	-5.2
CSCc1nc2sc(C(=O)Nc3nc(C)cs3)c(C)c2c(=O)[nH]1	-11.5%	13.6
Cc1ccc(-c2nc3ccccc3s2)cc1NC(=O)c1cc(-n2cnnc2)ccc1Cl	u	x
Cc1cc(Nc2ccccc2)n2nc(C)c(-c3ccccc3)c2n1	i	x
CN(C)CCNC(=O)c1ccc(COc2ccc(Cl)cc2Cl)cc1	-6.3%	29.3
COc1ccc(-c2nc(=S)c3c(n2Cc2cccnc2)CC(C)(C)OC3)cc1	i	x
N#Cc1ccc(-c2ccccc2)nc1SCC(=O)c1cccc(Cl)c1	13.6%	x
CCCS(=O)(=O)c1c(S(=O)(=O)CCC)c2ccc(C(N)=O)cn2c1C(=O)c1ccc(OC)cc1	u	x
O=C(CCSc1nnc(-c2ccncc2)o1)Nc1ccc(Cl)cc1	i	6.3
CCn1cc(C(=O)O)c(=O)c2cc(OC)ccc21	u	x
O=c1cc(-c2ccccc2Cl)oc2c(Br)ccc(O)c12	u	x
CN1CCN(C(=S)c2ccc([N+](=O)[O-])cc2)CC1	2.6%	-10.4
CC1(c2ccc3c(c2)OCO3)NC(=O)N(CC(=O)NCCC2=CCCCC2)C1=O (stereo not given)	14.0%	-4.6
CCN(CC)c1ccc(N)cc1S(=O)(=O)Nc1ccc(OC)cc1	21.3%	7.1
CCOc1ccccc1C(=O)Nc1ccc(S(=O)(=O)N2CCN(C)CC2)cc1	u	x
COc1cccc(NC(=O)c2ccc(CN3CCN(c4ccccc4)CC3)cc2)c1	-23.0%	x

The list goes on:
SMILES	S3 lipid droplet	S3 lipid droplet cell count max
CCCNC(=O)c1ccc2c(=O)c(O)c(-c3cccc(Br)c3)[nH]c2c1	u	x
CCN(CCCNC(=O)C1CCC(=O)N1Cc1ccc(F)cc1)c1cccc(C)c1 (stereo not given)	u	x
COc1ccc(C)c(Cn2c(-c3nonc3N)nc3ccccc32)c1	u	x
O=C(Cn1cc(S(=O)(=O)N2CCCC2)c(S(=O)(=O)N2CCCC2)c1)NCc1ccco1	i	26.7
O=C(O/N=C1/CCSc2ccccc21)c1ccc(F)cc1	-6.1%	1.3
CC1=CC(=C2C=CC(=O)C=C2)C=C(C)N1C	-8.5%	-6.0
Cc1ccc(S(=O)(=O)N2CCCN(C(=O)c3ccc(-n4nccc4C)cc3)CC2)cc1	u	x
O=C(CN(C(=O)CNC(=O)c1ccco1)c1ccc(F)cc1)NC1CCCCC1	u	x
O=C(C1=C[C@H](c2ccccc2)C[C@H](OCCCCO)O1)N1CCN(Cc2ccccc2)CC1	u	x
C=CCSC1=N/C(=C\c2cc(OC)c3c(c2)OCO3)C(=O)S1	18.3%	-14.8
CSCCC(NC(=O)c1ccccc1Br)C(=O)NNC(=O)c1csc(N2CCOCC2)n1 (stereo not given)	u	x
C=CCNC(=O)/C(C#N)=C/c1cn(-c2ccccc2)nc1-c1cccs1	-6.6%	-7.8
Clc1ccc(C2=CC(c3ccco3)n3ncnc3N2)cc1 (stereo not given)	-14.9%	-0.1
Nc1ccc2c(c1)COC2=O	u	x
Cc1cccc(C)c1NC(=O)NN(C(=O)c1ccccc1)C(C)(C)C	u	x
Cc1ccc(OCC(=O)Nc2c[nH]c(=O)[nH]c2=O)cc1C	u	x
COc1cc(Cl)c(C)cc1NC(=O)c1ccccc1NC(=O)CN1CCOCC1	u	x
C=CCOc1c(Br)cc(/C=N/Nc2ccc(C(=O)O)cc2)cc1OCC	0.4%	-13.2
CC(C)(C)NC(=O)C(c1ccco1)N(Cc1ccc(F)cc1)C(=O)c1snc(C(N)=O)c1N (stereo not given)	17.8%	-1.0
O=C(O)C1Cc2ccccc2CN1S(=O)(=O)/C=C/c1ccccc1 (stereo not given)	0.3%	4.6
C/C(CC(=O)Nc1ccc(N(C)C)cc1)=N\NC(=O)c1ccncc1	4.1%	9.2
CCOC(=O)c1ccc(NC(=S)NCCc2ccc(OC)c(OC)c2)cc1	-5.7%	10.1
c1ccc2[nH]c(CSc3nc4ccccc4o3)nc2c1	u	x
COc1ccccc1N1CC(C(=O)OCC(=O)Nc2cc(C)on2)CC1=O (stereo not given)	u	x
CC(=O)Nc1nnc(CSCc2ccccc2F)s1	u	x

Following part.
SMILES	S3 lipid droplet	S3 lipid droplet cell count max
COc1ccccc1-c1nn2c(-c3ccco3)nnc2s1	-23.3%	1.4
COCCOC(=O)C1=C(C)NC(=O)NC1c1ccc(-c2cc(Cl)ccc2Cl)o1 (stereo not given)	12.0%	-1.8
O=C(CN(Cc1ccccc1Cl)C(=O)c1csnn1)NCCc1ccccc1	i	7.1
COc1ccccc1-c1nc(SCC(=O)NCC2CCCO2)c2c(=O)n(C)c(=O)n(C)c2n1 (stereo not given)	0.7%	11.5
Cc1c(CNCc2cccs2)c(C(=O)O)c(C)n1Cc1ccccc1	-3.7%	10.0
Cc1ccc(Cn2cnc3sc4c(c3c2=O)CCC4)c(C)c1	-0.3%	-1.3
Cc1ccccc1N1C(=O)C2C3C=CC(C2C1=O)N(C)C3=O (stereo not given)	4.2%	17.9
CCCCCCCC(=O)OCC(=O)[C@@]1(O)CC[C@H]2[C@@H]3CCC4=CC(=O)CC[C@]4(C)[C@H]3[C@@H](O)C[C@@]21C	30.5%	-5.3
COCCN(Cc1ccccc1)C(=O)c1c(C)nn(-c2ccccc2)c1C	3.8%	x
CCN(c1ccc(OC)cc1)S(=O)(=O)c1ccc2c(c1)NC(=O)CS2	u	x
COC(=O)c1cc(=O)c2c([N+](=O)[O-])ccc(OC)c2o1	u	x
COc1ccc(Cc2c(O)nc[nH]c2=O)cc1	u	x
FC(F)(F)c1ccc(CN2C[C@@H]3C(c4ccccc4)C4(c5cccnc5)CC3(C4)[C@H]2c2ccccc2)cc1 (stereo not given in full)	4.3%	-1.4
CCc1ccc(NC(=O)c2ccc(-n3cncn3)c([N+](=O)[O-])c2)cc1	u	x
N[C@@H](Cc1ccccc1)c1nnc(SC/C=C/c2ccccc2)o1	u	x
COc1nc(SCC(=O)Nc2ccccc2Cl)nc(N(C)C)n1	-0.7%	-4.9
CCOc1ccc(S(=O)(=O)N2CCOCC2)cc1NC(=O)CN1C(=O)NC2(CCCC2)C1=O	u	x
CN(Cc1nc2ccccc2c(=O)[nH]1)C(=O)COc1ccccc1Cc1ccccc1	u	x
CCSc1nc(O)cc(=O)n1CC	u	x
CCN(C(=O)CSc1nc2ccc(O)cc2c(=O)n1-c1ccc(OC)c(OC)c1)C1CCS(=O)(=O)C1 (stereo not given)	u	x
Fc1ccc(C(Nc2ccccn2)c2c[nH]c3ccccc23)cc1 (stereo not given)	u	x
